Screening data (PubChem BioAssay)
SUMO1 PPI mod – modulators of SUMO1 protein-protein interactions, primary screen, biochemical, uHTS; Small ubiquitin-related modifier 1 (Homo sapiens), P63165; SUMO1 binding to a labelled peptide, TR-FRET, 1 h; inhibition, % at 20 µM; hit rate 0.33% among 360,000; AID 602429, 2012; in the data active = inhibition above about 37%
Target sequence (P63165 whole entry, looked up): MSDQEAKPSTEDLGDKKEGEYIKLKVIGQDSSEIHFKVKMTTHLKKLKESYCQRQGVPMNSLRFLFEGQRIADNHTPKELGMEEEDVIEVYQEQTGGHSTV
DNMT1 block – human DNMT1 methyltransferase inhibitors, primary screen, biochemical, molecular beacon, fluorescence, HinP1I cleavage, uHTS | hit rate 0.83% among 360,000 | DNA (cytosine-5)-methyltransferase 1 (Homo sapiens), P26358 | inhibition (reported as % activation of signal), % at 10 µM; in the data active = inhibition above about 50%
STEP block – STEP phosphatase inhibitors, primary screen, biochemical, fluorescence intensity, uHTS; Tyrosine-protein phosphatase non-receptor type 5 (Homo sapiens), P54829; recombinant STEP, OMFP fluorogenic substrate; inhibition, % at 20 µM; hit rate 0.25% among 360,000; AID 588621, 2011;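 active = inhibition at 20 µM, scaled per plate between control wells, above about 37%, limit read from the data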;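 note: 0% = DMSO with enzyme and substrate and 100% = substrate only without enzyme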
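Test system: STEP tyrosine phosphatase / Reagent: OMFP at 25 µM / Doses: 20 µM, 1% DMSO / Read-out: percent inhibition scaled to no-enzyme and uninhibited-enzyme controls, plate-pattern corrected / Detection: FITC-channel fluorescence of OMFP product / Medium: Bis-Tris buffer pH 6.0, 2.5 mM DTT, 0.005% Tween 20 / Schedule: 20 min at room temperature, dark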
CSN deneddyl inh – inhibitors of CSN-mediated cullin deneddylation, primary screen, biochemical, fluorescence polarization, uHTS. Purified CSN, SCF-Nedd8-OG deneddylation. inhibition, % at 12.5 µM. hit rate 0.38% among 360,000. COP9 signalosome complex subunit 5 (Homo sapiens), Q92905. AID 651999, 2013;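 active = pattern-corrected inhibition above about 35%, with an unprinted fluorescence ratio check between 0.5 and 1.5, limit read from the data, passing the limit was not always enough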;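 note: 0% = enzyme with substrate and 100% = substrate without enzyme; some results filed as inactive read as strong as hits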
Target sequence (Q92905 whole entry, looked up, one chain of several): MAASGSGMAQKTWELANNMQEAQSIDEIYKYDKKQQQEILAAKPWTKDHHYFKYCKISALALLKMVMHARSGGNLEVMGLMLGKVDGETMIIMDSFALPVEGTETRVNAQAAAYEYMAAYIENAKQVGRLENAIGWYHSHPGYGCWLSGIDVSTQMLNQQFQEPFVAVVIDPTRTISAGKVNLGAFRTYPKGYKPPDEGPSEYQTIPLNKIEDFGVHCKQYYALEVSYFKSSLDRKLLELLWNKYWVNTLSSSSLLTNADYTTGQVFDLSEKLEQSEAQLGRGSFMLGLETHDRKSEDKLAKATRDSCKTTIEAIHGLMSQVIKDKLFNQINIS
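Detection – fluorescence polarization · System – HEK293T-derived human Csn5 enzyme · Controls – substrate-only high control, full reaction low control · Timing – 90 min, room temperature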
LMPTP inh – LMPTP phosphatase inhibitors, primary screen, biochemical, fluorescence intensity, uHTS | AID 651560, 2012 | recombinant LMPTP-A, OMFP fluorogenic substrate | inhibition, % at 20 µM | Low molecular weight phosphotyrosine protein phosphatase (Homo sapiens), P24666 | hit rate 0.22% among 360,000;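 active = compounds that cut the enzyme signal by at least half of the control window in the single-dose screen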;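 note: plate controls were DMSO wells with enzyme plus substrate for no effect and substrate without enzyme for full effect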
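Test system: LMPTP-A phosphatase enzyme. Amount: LMPTP-A at 0.625 nM final in the reaction. Reagent: OMFP substrate, 400 µM final. Times: 50 min at room temperature. Signal: endpoint fluorescence intensity from OMFP dephosphorylation. Read-out basis: % inhibition. Benchmarks: no-enzyme and uninhibited controls.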
NadD block – inhibitors of S. aureus NadD, primary screen, biochemical, colorimetric, uHTS | Nicotinate-nucleotide adenylyltransferase NadD (Staphylococcus aureus N315) | purified NadD enzyme, colorimetric absorbance read-out | inhibition, % at 20 µM | hit rate 0.78% among 360,000; in the data active = inhibition above about 26%; note: some compounds past the cut are filed as inactive
Tb MetRS inh – T. brucei MetRS inhibitors, primary screen, biochemical, luminescence. hit rate 0.4% among 360,000. inhibition, % at 11.9 µM. AID 624268, 2012. purified T. brucei MetRS, ATP depletion, Kinase-Glo luminescence;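 active = inhibition above a per-plate cutoff of the control wells' mean inhibition plus 3 SD, cut at about 5.5% in these data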;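 note: 0% = DMSO wells median and 100% = median of wells with control inhibitor compound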
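Measured by: Kinase-Glo luciferase luminescence reporting remaining unconsumed ATP. Material: purified T. brucei MetRS enzyme. Doses: 11.9 µM compound single dose, 0.9% DMSO. Medium: HEPES buffer containing pyrophosphatase, BSA, spermine, DTT. Times: 15 min preincubation, 2 h reaction, all 25 °C. Reagent: methionine, ATP and bulk E. coli tRNA.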
MsrA inh – bovine MsrA enzyme inhibitors, primary screen, biochemical, absorbance, HTS; Methionine sulfoxide reductase A (Bos taurus); purified bovine MsrA, absorbance read-out; inhibition, % at 15.5 µM; hit rate 0.75% among 360,000; AID 651718, 2012; in the data active = inhibition above about 4.5%;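 note: 0% = vehicle wells with enzyme and 100% = reference inhibitor wells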
Scp-1 inhibitor – Scp-1 phosphatase inhibitors, primary screen, biochemical, colorimetric, uHTS. Recombinant Scp1, phosphopeptide, malachite green phosphate absorbance. inhibition, % at 20 µM. hit rate 0.88% among 340,000. AID 493091, 2011;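 active = inhibition above about 50% at 20 µM, limit read from the data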;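 note: plate controls were DMSO wells with enzyme for no effect and wells lacking enzyme for full effect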
Target sequence (Q9GZU7 76-261 limits assumed): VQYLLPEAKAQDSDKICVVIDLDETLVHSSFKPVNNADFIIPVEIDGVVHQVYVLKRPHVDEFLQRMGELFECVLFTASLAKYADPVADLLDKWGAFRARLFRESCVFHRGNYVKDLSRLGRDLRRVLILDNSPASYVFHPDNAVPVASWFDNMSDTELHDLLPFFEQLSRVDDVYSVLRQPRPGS
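Material – SCP-1 phosphatase catalytic domain, residues 76-261 · Buffer or medium – Acidic Tris acetate buffer with magnesium and detergent · Also added – Phospho 17-mer peptide substrate · Compound – single 20 µM dose, 1% DMSO · Times – 45 min room-temperature reaction, 5 min colour, 30 min stabiliser · Technique – Phosphate-binding colour reagent, absorbance read at 630 nm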
Rpn11 block – Rpn11 (PSMD14) deubiquitinase inhibitors, primary screen, biochemical, fluorescence polarization, uHTS. human 26S proteasome, Ub4-pepOG fluorescence polarization; 20S core pre-blocked with epoxomicin. calls only at 20 µM. hit rate 0.59% among 360,000. AID 588493, 2011;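 active = inhibition at 20 µM, scaled to each plate's controls, above about 33%, limit read from the data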
Target sequence (O00487 whole entry, looked up): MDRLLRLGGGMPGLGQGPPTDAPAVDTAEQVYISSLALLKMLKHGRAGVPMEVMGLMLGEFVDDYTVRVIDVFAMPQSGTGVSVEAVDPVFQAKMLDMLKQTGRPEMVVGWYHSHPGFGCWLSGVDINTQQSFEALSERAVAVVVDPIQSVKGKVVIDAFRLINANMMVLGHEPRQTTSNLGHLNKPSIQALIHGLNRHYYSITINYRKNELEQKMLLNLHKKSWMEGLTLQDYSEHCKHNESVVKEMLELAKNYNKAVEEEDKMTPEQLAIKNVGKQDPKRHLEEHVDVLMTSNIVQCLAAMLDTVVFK
* hit, by the source's call; i = inactive; · = not tested or not shown; + = active, no number. The order is random. Share with any hit: about 3.9%.

(1) CC(NCCN(C)C)C(=O)C12CC3CC(CC(C3)C1)C2 (configuration not stated)
(2) CCOc1ccccc1NC(=O)C(OC(=O)c1ccc(NC(=O)CC#N)cc1)c1ccccc1 (configuration not stated)
(3) Cc1nc2scc(C)n2c(=O)c1S(=O)(=O)N1CCN(c2ccc([N+](=O)[O-])cc2)CC1
(4) CC(OC(=O)c1ccc(O)cc1)C(=O)Nc1nc(-c2ccccc2)cs1 (configuration not stated)
(5) O=S(=O)(CCN(CCS(=O)(=O)C(F)(F)F)CC1CCCO1)C(F)(F)F (configuration not stated)
(6) OCCN(CCO)c1ncnc2c1sc1nc(N3CCOCC3)c3c(c12)CCCC3
(7) CC1=NN(CCc2ccccn2)C(=O)CC1
(8) Fc1cc2ncn(Cc3ccccc3)c2cc1F
compound no.	1	2	3	4	5	6	7	8
SUMO1 PPI mod	-2	5	-4	13	2	12	0	-1
DNMT1 block	-6	-15	16	-13	4	-8	5	1
STEP block	3	2	1	-4	0	-1	-2	-1
CSN deneddyl inh	4	2	7	-2	2	4	-6	0
LMPTP inh	-7.2	3.8	1.0	3.4	0.0	3.2	-2.4	-1.7
NadD block	0	28*	2	-6	1	-13	0	2
Tb MetRS inh	-0.7	-0.3	-0.3	-0.2	-0.6	-0.5	-1.0	0.3
MsrA inh	0.0	0.0	1.5	0.5	-0.9	2.1	-0.8	1.2
Scp-1 inhibitor	9	-9	-4	-5	0	-2	-13	3
Rpn11 block	i	+	i	i	i	i	i	i

Entries 4 through 8 from above:
(4) CC(OC(=O)c1ccc(O)cc1)C(=O)Nc1nc(-c2ccccc2)cs1 (configuration not stated)
(5) O=S(=O)(CCN(CCS(=O)(=O)C(F)(F)F)CC1CCCO1)C(F)(F)F (configuration not stated)
(6) OCCN(CCO)c1ncnc2c1sc1nc(N3CCOCC3)c3c(c12)CCCC3
(7) CC1=NN(CCc2ccccn2)C(=O)CC1
(8) Fc1cc2ncn(Cc3ccccc3)c2cc1F
compound no.	4	5	6	7	8
SUMO1 PPI mod	13	2	12	0	-1
DNMT1 block	-13	4	-8	5	1
STEP block	-4	0	-1	-2	-1
CSN deneddyl inh	-2	2	4	-6	0
LMPTP inh	3.4	0.0	3.2	-2.4	-1.7
NadD block	-6	1	-13	0	2
Tb MetRS inh	-0.2	-0.6	-0.5	-1.0	0.3
MsrA inh	0.5	-0.9	2.1	-0.8	1.2
Scp-1 inhibitor	-5	0	-2	-13	3
Rpn11 block	i	i	i	i	i

(further entries)
(9) COC(=O)[C@H](Cc1c[nH]c2ccccc12)NC(=O)NCc1ccccc1
(10) CN1CCc2nc3ccccc3c(C(=O)OCC(=O)N(CCC#N)c3ccccc3)c2C1
(11) O=C(COC(=O)c1cc(=O)c2ccccc2o1)Nc1cc(Cl)ccc1Cl
(12) O=C(COC(=O)Cc1cccs1)Nc1ccc(OC(F)(F)F)cc1
(13) CCSc1ccc(C(=O)NCC(=O)O)cc1
(14) CC1CCN(C(=O)CSc2nnc(CNC(=O)c3ccc(F)cc3)o2)CC1
(15) COCCN=C1N[C@@H](c2cccc(C(F)(F)F)c2)C(C(=O)OC)=C(C)N1Cc1ccccc1
(16) O=C(Nc1ccc(F)cc1)C1CC(=O)n2cnnc2N1 (configuration not stated)
compound no.	9	10	11	12	13	14	15	16
SUMO1 PPI mod	9	-8	-3	1	-3	-3	-2	4
DNMT1 block	0	-22	3	8	1	1	-2	-1
STEP block	-1	-3	-2	1	-3	-2	0	-1
CSN deneddyl inh	3	1	-1	-2	2	6	-4	-6
LMPTP inh	1.3	3.8	0.5	1.7	0.3	-1.4	-0.8	-0.6
NadD block	-1	2	2	-4	-4	0	-5	-3
Tb MetRS inh	-0.2	1.6	-0.2	-0.6	1.4	0.3	-0.2	0.9
MsrA inh	0.2	1.0	0.1	2.0	-0.3	0.7	-1.0	-0.5
Scp-1 inhibitor	0	-5	0	-2	-3	-8	8	-2
Rpn11 block	i	i	i	i	i	i	i	i

(17) COCCNC(=O)CSc1n[nH]c(=O)n1CCc1ccccc1
(18) CCCC(c1nnnn1C(C)(C)CC)N(Cc1ccco1)Cc1cc2ccc(OC)cc2[nH]c1=O (configuration not stated)
(19) Cc1cc(C(=O)NCc2cccs2)cs1
(20) COc1ccc(C(=O)Nc2nnc(C(F)(F)F)s2)cc1
(21) O=C(O)c1c[nH]n2c(=S)ncnc12
(22) Cc1ccc(NC(=O)c2nnn(-c3cc(C)cc(C)c3)c2N)cc1
(23) CN(C(=O)Nc1ccccc1)C1CCS(=O)(=O)C1 (configuration not stated)
(24) CN(C)/C=C(/C#N)C(=O)c1cccc(Oc2ccc(C(C)(C)C)cc2)c1
compound no.	17	18	19	20	21	22	23	24
SUMO1 PPI mod	2	-5	-2	2	-3	-2	0	3
DNMT1 block	2	-9	2	-3	5	-1	1	-9
STEP block	-3	0	-1	1	1	0	1	-2
CSN deneddyl inh	1	-5	-1	0	-1	-3	2	0
LMPTP inh	-1.5	3.6	-0.4	-0.4	-0.8	1.0	-1.2	1.3
NadD block	-5	7	10	0	3	3	-4	-4
Tb MetRS inh	-0.9	-1.2	0.1	0.1	0.3	-1.1	-0.5	-0.3
MsrA inh	1.4	2.5	·	-0.5	1.3	-0.2	0.3	0.3
Scp-1 inhibitor	-4	-4	-8	2	·	-6	-4	11
Rpn11 block	i	i	i	i	i	i	i	i

(25) O/N=C/c1ccnc(SCc2ccccc2)n1
(26) COc1ccc(/C=c2\s/c(=C\C(=O)C(C)(C)C)[nH]c2=O)cc1O
(27) O=C1COc2ccc(C(=O)COC(=O)CCOc3ccccc3)cc2N1
(28) O=[N+]([O-])c1cc(Cl)cc(/C=N/NC(=S)Nc2cc(S(=O)(=O)N3CCOCC3)ccc2Cl)c1O
(29) COc1ccc(NC(=O)c2cccc(S(=O)(=O)N3CCc4ccccc43)c2)cn1
(30) COC(=O)c1ccc(N2CCN(C(=O)C3CC3)CC2)c([N+](=O)[O-])c1
(31) CCCC(=O)N1CCC(O)(c2cccc(F)c2)CC1
(32) O=C(Nc1cccn2ncnc12)c1ccc(Cl)cc1
compound no.	25	26	27	28	29	30	31	32
SUMO1 PPI mod	-5	-30	-2	36*	5	-29	1	-2
DNMT1 block	-4	-1	1	-14	-4	0	-2	1
STEP block	-2	-1	3	7	-1	-1	4	23
CSN deneddyl inh	1	1	-1	6	-10	-3	6	2
LMPTP inh	-1.5	-2.5	2.6	12	0.4	-1.3	-1.5	0.2
NadD block	0	-4	-2	48*	-3	-6	-8	2
Tb MetRS inh	-0.4	0.2	-0.5	-0.2	0.1	-0.6	0.5	-0.1
MsrA inh	0.7	1.0	1.1	0.1	-0.5	-1.0	-0.2	0.3
Scp-1 inhibitor	-4	-20	-6	37	-2	-9	-5	-7
Rpn11 block	i	i	i	i	i	i	i	i

(33) CCc1nc2c(OCCc3cccc(OC)c3)cccn2c1N(C)C(=O)c1cccs1
(34) COc1ccc(N(C(=O)/C=C/c2ccccc2)C2=CC3CCC(C2)N3C)cc1 (configuration not stated)
(35) CC1(C)CC(=O)c2c(nn(-c3ccccc3)c2N)C1
(36) COc1ccc(N=Cc2nc(-c3ccccc3)oc2OC(C)=O)cc1
(37) Cc1ccc(Cn2ncc3c(NCCCN(C)C)ncnc32)cc1
(38) Cc1cc(=O)n2nc(N3CCC(C(=O)NCc4cccc(Cl)c4)CC3)sc2n1
(39) O=S(=O)(/C=C/C=C/S(=O)(=O)c1ccccc1)c1ccccc1
(40) CSc1cccc(NC(=S)N(CCCN2CCCC2)Cc2cccn2Cc2ccc(Cl)cc2)c1
compound no.	33	34	35	36	37	38	39	40
SUMO1 PPI mod	9	-11	-3	-1	2	6	41*	-39
DNMT1 block	1	3	2	-5	1	-5	14	5
STEP block	4	-2	1	11	-3	-2	1	-3
CSN deneddyl inh	1	2	3	2	5	6	3	3
LMPTP inh	-0.1	2.8	-0.8	-0.6	-1.4	-0.4	0.2	0.5
NadD block	4	-11	-5	-3	-5	14	3	0
Tb MetRS inh	-0.4	-1.4	-0.5	-0.1	-1.3	0.2	-0.7	2.2
MsrA inh	1.3	1.4	-1.3	-0.6	-1.4	1.4	-1.1	0.5
Scp-1 inhibitor	·	-7	1	-5	-16	-4	0	11
Rpn11 block	i	i	i	i	i	i	i	i

(41) Oc1ccc(CNc2ccccc2)c2cccnc12
(42) c1ccc2c(c1)N1CCN=C1N2CCN1CCCCC1
(43) CCCOc1ccc2cc(C(=O)NCc3ccccc3)c(=O)oc2c1
(44) O=C1NC[C@H](CC2CCCCC2)N(CCC23CC4CC(CC(C4)C2)C3)C1=O
(45) CCCCC(=O)Nc1ccc2c(c1)nc(CCN1CCOCC1)n2C
(46) COC(=O)c1ccc(-n2cnc(Cl)n2)c(F)c1
(47) CSCCOC(=O)C1=C(C)NC(=O)CC1c1ccccc1Cl (configuration not stated)
(48) O=C(c1ccco1)N1N=C(c2cccs2)CC1c1ccc(F)cc1 (configuration not stated)
compound no.	41	42	43	44	45	46	47	48
SUMO1 PPI mod	-6	-2	-63	15	0	1	0	-7
DNMT1 block	-9	-2	9	·	-1	2	0	-2
STEP block	0	2	0	·	46*	-3	-4	0
CSN deneddyl inh	-1	8	6	66*	0	-2	5	2
LMPTP inh	3.6	-1.7	-2.8	2.3	-0.4	-1.1	1.5	1.3
NadD block	25	2	1	7	-2	2	-1	0
Tb MetRS inh	-0.4	-1.1	-0.6	-1.0	0.8	-1.1	-1.1	-0.4
MsrA inh	·	-0.7	0.9	-1.8	0.3	-1.1	0.8	1.9
Scp-1 inhibitor	-8	-12	-7	·	-10	-4	-5	-16
Rpn11 block	i	i	i	·	i	i	i	i
